Bioassay records: PubChem BioAssay, Broad Institute
TcdB inh: inhibitors of Clostridioides difficile toxin B glycohydrolase; P18177; 350,000 tested, 0.24% active; TcdB glycohydrolase enzymatic assay, plate reader; AID 652162; inhibition, % at 9.99 µM; in the data active = inhibition above about 10%
Target sequence (P18177 whole entry, looked up): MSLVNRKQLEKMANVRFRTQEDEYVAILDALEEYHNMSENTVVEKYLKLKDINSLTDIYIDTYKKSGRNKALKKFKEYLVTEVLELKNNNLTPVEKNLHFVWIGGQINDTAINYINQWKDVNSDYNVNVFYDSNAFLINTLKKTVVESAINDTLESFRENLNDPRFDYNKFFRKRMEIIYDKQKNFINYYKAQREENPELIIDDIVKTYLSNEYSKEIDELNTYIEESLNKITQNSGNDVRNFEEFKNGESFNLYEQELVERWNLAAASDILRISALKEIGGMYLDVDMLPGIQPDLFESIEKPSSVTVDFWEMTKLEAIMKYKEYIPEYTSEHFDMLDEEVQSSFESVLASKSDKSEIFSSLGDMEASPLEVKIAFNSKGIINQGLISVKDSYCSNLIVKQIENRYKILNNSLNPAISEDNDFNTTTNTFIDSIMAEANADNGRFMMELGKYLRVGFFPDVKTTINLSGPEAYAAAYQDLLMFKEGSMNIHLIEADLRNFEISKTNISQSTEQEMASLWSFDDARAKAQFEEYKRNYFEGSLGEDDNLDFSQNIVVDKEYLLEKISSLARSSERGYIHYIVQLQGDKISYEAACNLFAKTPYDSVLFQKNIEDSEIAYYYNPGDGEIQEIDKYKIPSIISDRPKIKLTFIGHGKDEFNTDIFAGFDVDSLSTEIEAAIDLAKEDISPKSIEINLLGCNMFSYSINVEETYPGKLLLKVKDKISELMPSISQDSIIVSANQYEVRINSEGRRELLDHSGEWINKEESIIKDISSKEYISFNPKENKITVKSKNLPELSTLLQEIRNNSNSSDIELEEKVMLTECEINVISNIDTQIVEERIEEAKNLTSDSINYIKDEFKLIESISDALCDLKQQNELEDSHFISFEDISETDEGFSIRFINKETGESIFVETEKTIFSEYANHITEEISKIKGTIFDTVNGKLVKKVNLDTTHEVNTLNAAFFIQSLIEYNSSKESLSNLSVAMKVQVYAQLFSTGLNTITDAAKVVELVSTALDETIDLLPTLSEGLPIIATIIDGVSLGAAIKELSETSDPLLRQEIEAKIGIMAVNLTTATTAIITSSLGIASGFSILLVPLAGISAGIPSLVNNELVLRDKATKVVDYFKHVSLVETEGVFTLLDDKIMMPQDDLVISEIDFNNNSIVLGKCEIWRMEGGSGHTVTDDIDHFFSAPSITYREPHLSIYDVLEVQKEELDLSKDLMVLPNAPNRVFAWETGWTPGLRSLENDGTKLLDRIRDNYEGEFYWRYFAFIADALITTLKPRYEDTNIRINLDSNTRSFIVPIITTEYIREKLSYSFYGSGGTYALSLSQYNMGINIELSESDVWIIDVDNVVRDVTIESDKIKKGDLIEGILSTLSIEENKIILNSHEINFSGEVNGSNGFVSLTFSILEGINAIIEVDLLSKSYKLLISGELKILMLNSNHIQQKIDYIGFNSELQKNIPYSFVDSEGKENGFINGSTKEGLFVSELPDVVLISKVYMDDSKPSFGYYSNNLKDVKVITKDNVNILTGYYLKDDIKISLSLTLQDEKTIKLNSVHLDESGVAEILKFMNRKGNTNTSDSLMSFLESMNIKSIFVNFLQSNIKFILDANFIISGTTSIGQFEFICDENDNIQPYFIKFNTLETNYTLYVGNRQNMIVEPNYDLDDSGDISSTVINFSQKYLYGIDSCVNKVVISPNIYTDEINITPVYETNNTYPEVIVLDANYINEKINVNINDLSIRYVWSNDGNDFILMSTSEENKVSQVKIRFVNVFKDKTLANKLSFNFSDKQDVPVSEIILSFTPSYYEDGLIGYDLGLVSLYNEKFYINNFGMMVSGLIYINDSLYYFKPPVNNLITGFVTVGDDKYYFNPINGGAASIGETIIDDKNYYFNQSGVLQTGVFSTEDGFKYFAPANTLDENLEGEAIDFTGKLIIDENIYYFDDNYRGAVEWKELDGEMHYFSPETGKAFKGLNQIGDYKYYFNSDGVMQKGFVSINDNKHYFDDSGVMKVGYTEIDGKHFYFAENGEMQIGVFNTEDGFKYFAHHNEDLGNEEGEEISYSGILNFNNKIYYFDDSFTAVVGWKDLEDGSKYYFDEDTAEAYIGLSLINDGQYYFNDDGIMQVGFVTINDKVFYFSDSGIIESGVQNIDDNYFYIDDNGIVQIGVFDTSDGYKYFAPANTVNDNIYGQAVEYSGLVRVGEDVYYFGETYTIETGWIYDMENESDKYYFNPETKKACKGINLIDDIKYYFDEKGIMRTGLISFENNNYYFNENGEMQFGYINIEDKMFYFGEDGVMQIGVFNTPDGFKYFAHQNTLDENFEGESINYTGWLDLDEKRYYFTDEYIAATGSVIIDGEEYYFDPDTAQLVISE
An asterisk follows results filed as active. Some of the compounds tested (hit frequency here may not be typical).

SMILES	TcdB inh
C[C@H](CO)N1C[C@H](C)[C@@H](CN(C)Cc2ccncc2)Oc2ccc(NC(=O)c3ccncc3)cc2C1=O	-0.3
COC(=O)C[C@H]1C=C[C@H](NC(=O)Nc2ccc(C(F)(F)F)cc2)[C@H](CO)O1	-1.3
C[C@@H]1CN([C@@H](C)CO)C(=O)c2cc(NC(=O)C3CC3)ccc2O[C@@H]1CN(C)CC1CCCCC1	0.6
C[C@@H]1CN([C@H](C)CO)S(=O)(=O)c2ccc(C#Cc3ccc(F)cc3)cc2O[C@H]1CN(C)C(=O)c1ccccn1	1.6
OC[C@H]1[C@H](c2ccc(/C=C/c3ccccc3)cc2)[C@H]2CN(Cc3cccnc3)CCCCN21	0.9
C[C@H](O)C#Cc1ccc2c(c1)O[C@@H](CN(C)Cc1ccccc1)[C@@H](C)CN([C@@H](C)CO)S2(=O)=O	0.5
CCCNC(=O)C[C@@H]1CC[C@@H]2[C@H](COc3ccc(NC(=O)c4cccs4)cc3C(=O)N2C)O1	0.7
COc1ccc(NC(=O)N(C)C[C@@H]2OCc3ccccc3-c3c(n(C)c4ccccc34)C(=O)N([C@@H](C)CO)C[C@@H]2C)cc1	1.2
O=C(Cc1cccnc1)N[C@@H]1CC[C@@H](CCNS(=O)(=O)c2ccccc2Cl)O[C@@H]1CO	1.0
O=C(C[C@H]1C[C@H]2c3cc(NC(=O)Nc4ccccc4)ccc3O[C@H]2[C@H](CO)O1)NCc1cccc(F)c1	0.9
CCCNC(=O)C[C@@H]1CC[C@@H]2[C@H](COC[C@H](O)CN2C(=O)Nc2c(C)noc2C)O1	0.4
CO[C@@H]1CN(C)C(=O)c2cc(NC(=O)Nc3cccc(F)c3)ccc2OC[C@H](C)N(C)C[C@H]1C	-0.6

(more compounds)
SMILES	TcdB inh
CC(C)NC(=O)N(C)C[C@H]1OCCCC[C@@H](C)Oc2ccc(NC(=O)Nc3ccccc3)cc2C(=O)N([C@H](C)CO)C[C@@H]1C	0.6
O=C(C[C@H]1CC[C@H]2[C@@H](COC[C@@H](O)CN2S(=O)(=O)c2ccccc2)O1)NCCN1CCCC1	-0.2
O=C(C1CC1)N1CC2(C1)[C@H](c1ccccc1)[C@@H](CO)N2Cc1nccs1	-0.1
CCCNC(=O)N1CC2(CN(CC3CCOCC3)C2)c2c(n(C)c3cc(OC)ccc23)[C@H]1CO	0.3
C[C@@H]1CN([C@@H](C)CO)S(=O)(=O)c2ccc(C#C[C@@H](C)O)cc2O[C@H]1CN(C)C(=O)Cc1ccccn1	-2.1
C[C@H](CO)N1C[C@H](C)[C@H](CN(C)C(=O)Nc2ccccc2)Oc2ncc(-c3ccc(C#N)cc3)cc2C1=O	-0.1
CN1C(=O)c2cc(NC(=O)c3cccs3)ccc2OC[C@@H]2O[C@@H](CC(=O)N3CCCCC3)CC[C@@H]21	0.2
N#C[C@H]1[C@H](c2ccccc2C2=CCCC2)[C@@H](CO)N1C(=O)C1CC1	0.1
C(=C\c1ccc(C2[C@@H]3CN(Cc4ccccn4)C[C@H]2N3)cc1)/c1ccccc1 (stereo partly specified)	-0.7
C[C@@H]1CN([C@H](C)CO)C(=O)Cc2cc(N(C)C)ccc2O[C@H]1CN(C)Cc1ccc(C(F)(F)F)cc1	-4.1
C[C@@H]1CN([C@H](C)CO)C(=O)c2cc(NC(=O)Nc3ccc(F)cc3)ccc2O[C@H]1CN(C)Cc1ccc2c(c1)OCO2	0.3
C[C@H](CO)N1C[C@H](C)[C@@H](CN(C)C(=O)Cc2ccccc2)OCCCC[C@H](C)Oc2ccc(NC(=O)Nc3ccc(F)cc3)cc2C1=O	-1.0

Next entries follow:
SMILES	TcdB inh
Cc1ccccc1S(=O)(=O)N1[C@@H]2CNC[C@H]1C2c1ccc(-c2ccc(C(=O)N(C)C)cc2)cc1 (stereo partly specified)	0.2
CC(C)NC(=O)N(C)C[C@H]1Oc2ccc(NC(=O)c3ccncc3)cc2CC(=O)N([C@@H](C)CO)C[C@@H]1C	0.3
O=C(C[C@H]1CC[C@H](NC(=O)C2CC2)[C@@H](CO)O1)NCc1ccccc1Cl	-0.2
C[C@@H]1CCCCO[C@H](CN(C)Cc2ccncc2)[C@H](C)CN([C@@H](C)CO)C(=O)c2cc(NS(=O)(=O)c3ccccc3)ccc2O1	-1.9
O=C(N[C@H]1CC[C@@H](CCn2cc(-c3ccccc3)nn2)O[C@@H]1CO)c1cnccn1	0.0
C[C@@H]1CCCCO[C@H](CN(C)S(=O)(=O)c2ccc(Cl)cc2)[C@@H](C)CN([C@@H](C)CO)C(=O)c2cc(NS(=O)(=O)c3cn(C)cn3)ccc2O1	0.3
O=C(C[C@H]1CC[C@@H]2[C@H](COC[C@H](O)CN2C(=O)Cc2ccccc2)O1)NC1CCC1	-8.4
CS(=O)(=O)N1[C@@H](C#N)[C@H](c2ccc(-c3ccccc3F)cc2)[C@@H]1CO	0.1
COCC#Cc1ccc([C@H]2[C@H]3CN(Cc4cncnc4)CCCCN3[C@H]2CO)cc1	0.2
O=C(c1cccnc1)N1CC2(C1)[C@@H](c1ccccc1)[C@@H](CO)N2CC1CC1	1.1
O=C(N[C@@H]1CC[C@@H](CC(=O)N2CCN(c3ccccc3)CC2)O[C@@H]1CO)c1ccncc1	-0.6
C[C@@H]1CN([C@@H](C)CO)C(=O)c2cc(-c3ccc(C(=O)N(C)C)cc3)cnc2O[C@@H]1CN(C)Cc1ccc(C(=O)O)cc1	0.1

The final three compounds of the part before come first, to join the parts:
SMILES	TcdB inh
O=C(c1cccnc1)N1CC2(C1)[C@@H](c1ccccc1)[C@@H](CO)N2CC1CC1	1.1
O=C(N[C@@H]1CC[C@@H](CC(=O)N2CCN(c3ccccc3)CC2)O[C@@H]1CO)c1ccncc1	-0.6
C[C@@H]1CN([C@@H](C)CO)C(=O)c2cc(-c3ccc(C(=O)N(C)C)cc3)cnc2O[C@@H]1CN(C)Cc1ccc(C(=O)O)cc1	0.1
C[C@@H]1CN([C@@H](C)CO)C(=O)c2cc(NC(=O)C3CC3)ccc2O[C@H]1CN(C)C(=O)Nc1cccc2ccccc12	-0.5
C[C@@H]1CCCCO[C@H](CN(C)C(=O)Nc2ccc(F)cc2)[C@H](C)CN([C@@H](C)CO)C(=O)c2cc(NS(=O)(=O)c3cn(C)cn3)ccc2O1	-0.3
C[C@H]1CN([C@@H](C)CO)C(=O)c2cccc(NS(=O)(=O)c3cccs3)c2O[C@@H]1CN(C)Cc1ccc(C(=O)O)cc1	-1.5
CO[C@H]1CN(C)C(=O)c2cc(NS(=O)(=O)c3ccccc3)ccc2OC[C@H](C)N(C)C[C@H]1C	-1.0
COC(=O)[C@@H]1[C@@H](CO)[C@@H]2Cn3c(ccc(C4=CCCCC4)c3=O)[C@H]1N2C(=O)NC(C)C	-0.2
CN(C)CC(=O)N1[C@@H]2c3ccc(-c4cccnc4)c(=O)n3C[C@H]1[C@H](CO)[C@H]2C(=O)NC1CCCC1	-1.1
C[C@H](CO)N1C[C@H](C)[C@@H](CN(C)C(=O)Nc2cc(F)ccc2F)Oc2cc(-c3cccc(C#N)c3)ccc2S1(=O)=O	1.1
Cc1ccc(S(=O)(=O)N(C)C[C@@H]2Oc3ccc(NC(=O)Cc4ccccc4)cc3C(=O)N([C@@H](C)CO)C[C@H]2C)cc1	-1.1
O=C(Nc1ccccc1)N1CCCCN2[C@H](C1)[C@H](c1ccc(-c3ccncc3)cc1)[C@@H]2CO	-2.6
COCC(=O)N1C[C@@H](C)[C@H](OC)CN(C)C(=O)c2cc(NC(=O)Nc3cccc(F)c3)ccc2OC[C@@H]1C	-0.2
Cc1ccc(-c2ccccc2[C@H]2[C@@H](C#N)N(C(=O)c3cccc(F)c3)[C@H]2CO)cc1	-0.2
CN1CCN(C(=O)C[C@H]2CC[C@H]3[C@H](COc4ccc(NC(=O)C5CCCC5)cc4C(=O)N3C)O2)CC1	0.5

Next structures.
SMILES	TcdB inh
C[C@H](CO)N1C[C@H](C)[C@@H](CN(C)CC2CC2)Oc2ccc(NC(=O)NC3CCCCC3)cc2CC1=O	-0.5
COc1ccc2c3c(n(C)c2c1)[C@H](CO)N(C(=O)Cc1ccccn1)CC31CN(CC2CCCCC2)C1	0.9
O=C(N[C@@H]1CC[C@@H](CCNS(=O)(=O)c2ccccc2)O[C@@H]1CO)c1cccc(F)c1	-1.1
COc1ccc(S(=O)(=O)N(C)C[C@@H]2Oc3c(NC(=O)CCCCCC(=O)Nc4ccccc4N)cccc3C(=O)N([C@H](C)CO)C[C@H]2C)cc1	-0.7
O=C(N[C@H]1CC[C@H](CCn2cc(-c3ccccc3F)nn2)O[C@H]1CO)c1ccc2c(c1)OCO2	0.9
CC(C)NC(=O)Nc1ccc2c(c1)C(=O)N([C@@H](C)CO)C[C@@H](C)[C@@H](CN(C)C(=O)c1ccncc1)OCCCC[C@H](C)O2	-0.3
O=C(C[C@@H]1CC[C@@H]2[C@H](COC[C@H](O)CN2S(=O)(=O)c2ccc(F)cc2)O1)NCC1CCCCC1	1.1
O=C(C[C@@H]1CC[C@H]2[C@@H](COC[C@@H](O)CN2C(=O)Cc2ccccc2)O1)NC1Cc2ccccc2C1	1.0
CCCC(=O)Nc1ccc2c(c1)C(=O)N(C)C[C@@H](OC)[C@H](C)CN(C(=O)c1ccncc1)[C@H](C)CO2	-0.9
CCC(=O)N1C[C@@H](C)[C@H](OC)CN(C)C(=O)c2cc(NS(=O)(=O)CC)ccc2OC[C@@H]1C	-0.6
C[C@H](CO)N1C[C@H](C)[C@H](CN(C)S(=O)(=O)c2cn(C)cn2)Oc2ccc(NC(=O)Cc3cn(C)c4ccccc34)cc2C1=O	-5.5
CN(C)CCCNC(=O)C[C@H]1CC[C@@H]2[C@H](COc3ccc(NC(=O)C4CCC4)cc3C(=O)N2C)O1	0.0

(further entries)
SMILES	TcdB inh
CCCNC(=O)Nc1ccc2c(c1)OC[C@H](C)N(C(=O)CC)C[C@H](C)[C@H](OC)CN(C)C2=O	2.5
COc1ccc(-c2cnc3c(c2)C(=O)N([C@H](C)CO)C[C@H](C)[C@H](CN(C)C(=O)Nc2ccccc2)O3)cc1	1.5
CC(=O)N1CCCCN2[C@H](CO)[C@@H](c3ccc(-c4ccncc4)cc3)[C@H]2C1	-0.4
C[C@H](CO)N1C[C@H](C)[C@H](CN(C)C(=O)C2CCC2)Oc2ncc(-c3cccnc3)cc2C1=O	0.7
C[C@@H]1CN([C@@H](C)CO)C(=O)c2cc(NC(=O)c3ccccc3)ccc2O[C@@H](C)CCCCO[C@H]1CN(C)Cc1ccncc1	1.4
N#C[C@@H]1[C@@H](c2ccc(C#Cc3ccccc3F)cc2)[C@@H](CO)N1C(=O)C1CCC1	-0.9
N#C[C@@H]1[C@H](c2ccc(C#Cc3ccccc3F)cc2)[C@@H](CO)N1C(=O)C1CCCC1	1.5
COCC#Cc1ccc2c(c1)O[C@@H](CN(C)S(=O)(=O)c1cccc(OC)c1)[C@@H](C)CN([C@H](C)CO)S2(=O)=O	1.5
CCC(=O)Nc1ccc2c(c1)C(=O)N(C)[C@H]1CC[C@@H](CC(=O)NCc3ccc(OC)cc3)O[C@@H]1CO2	-0.3
C/C=C/c1ccc([C@@H]2[C@@H](CO)N(C(C)=O)[C@H]2CNC(=O)CC2CC2)cc1	0.0
Cc1ccc(S(=O)(=O)Nc2cccc3c2O[C@H](CN(C)S(=O)(=O)c2cccs2)[C@H](C)CN([C@H](C)CO)C3=O)cc1	-0.2
CCCC#Cc1cnc2c(c1)C(=O)N([C@@H](C)CO)C[C@@H](C)[C@H](CN(C)C(=O)Nc1ccc(OC)cc1)O2	0.1

Overlap with the part before: five entries, then new ones.
SMILES	TcdB inh
COCC#Cc1ccc2c(c1)O[C@@H](CN(C)S(=O)(=O)c1cccc(OC)c1)[C@@H](C)CN([C@H](C)CO)S2(=O)=O	1.5
CCC(=O)Nc1ccc2c(c1)C(=O)N(C)[C@H]1CC[C@@H](CC(=O)NCc3ccc(OC)cc3)O[C@@H]1CO2	-0.3
C/C=C/c1ccc([C@@H]2[C@@H](CO)N(C(C)=O)[C@H]2CNC(=O)CC2CC2)cc1	0.0
Cc1ccc(S(=O)(=O)Nc2cccc3c2O[C@H](CN(C)S(=O)(=O)c2cccs2)[C@H](C)CN([C@H](C)CO)C3=O)cc1	-0.2
CCCC#Cc1cnc2c(c1)C(=O)N([C@@H](C)CO)C[C@@H](C)[C@H](CN(C)C(=O)Nc1ccc(OC)cc1)O2	0.1
CO[C@H]1CC[C@@H]2CCN(C)C(=O)C[C@H](c3ccccc3)CN(C)C(=O)c3cccc(C#N)c3OC[C@H]1O2	0.5
COC(=O)C[C@@H]1C[C@H]2c3cc(NC(=O)Nc4ccccc4)ccc3O[C@H]2[C@@H](CO)O1	1.3
O=S(=O)(N[C@H]1CC[C@H](CCn2cc(-c3cccnc3)nn2)O[C@@H]1CO)c1ccc(Cl)cc1	-0.3
C[C@H](CO)N1C[C@H](C)[C@H](CN(C)Cc2ccncc2)Oc2c(NS(=O)(=O)c3cccs3)cccc2C1=O	-0.1
C[C@@H]1CN([C@H](C)CO)C(=O)c2cc(NC(=O)Nc3ccc(C(F)(F)F)cc3)ccc2O[C@@H](C)CCCCO[C@@H]1CN(C)C(=O)C1CCCCC1	0.3
C[C@@H]1CN([C@H](C)CO)C(=O)Cc2cc(NC(=O)Nc3ccccc3)ccc2O[C@@H]1CN(C)Cc1ccc(Cl)c(Cl)c1	-0.6
COCCN(C[C@H]1[C@H](c2ccccc2)[C@@H](CO)N1C(C)=O)C(=O)c1ccncc1	0.1
CCCC#Cc1ccc2c(c1)O[C@H](CN(C)Cc1ccc3c(c1)OCO3)[C@@H](C)CN([C@@H](C)CO)S2(=O)=O	-7.4
CO[C@@H]1CN(C)C(=O)c2cc(NC(=O)c3cc(C)on3)ccc2OC[C@H](C)N(C(C)=O)C[C@H]1C	1.2
C[C@@H]1CN([C@@H](C)CO)C(=O)c2cccc(NC(=O)CCCCCC(=O)Nc3ccccc3N)c2O[C@H]1CN(C)C(=O)NC1CCCCC1	-7.9
COc1cccc(CNC(=O)[C@H]2[C@H](CO)[C@H]3Cn4c(ccc(-c5ccncc5)c4=O)[C@H]3N2C)c1	0.9
